# Salmonella PhoP GFP = inhibitors of PhoP regulon expression, primary screen, Salmonella Typhimurium, GFP reporter (AID 1863); inhibition, % at 50 µM; hits with a dose series show IC50 in µM; 300,000 compounds, 0.16% hits; S. Typhimurium PhoP-regulated promoter GFP reporter, 4 h; higher % means a stronger effect;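 active means inhibition over 29.93%, a cutoff 3 SD above the screen mean, later confirmed by dose response; inconclusive means inhibition over 29.93% but no dose response follow-up; inactive means inhibition at most 29.93% or unconfirmed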;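 further: 0% = low Mg2+ inducing control and 100% = high Mg2+ repressing control; strong numbers were not always called active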
# Myeloid diff MLP = induction of myeloid progenitor differentiation, primary screen, cell-based, flow cytometry, MLPCN library. ER-HoxA9 myeloid progenitors, lysozyme-GFP differentiation. calls only at 10 µM. 360,000 compounds, 1% hits;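 active means normalized GFP-positive differentiation at or above the plate's own cutoff, the solvent-only control mean plus 3 SD; inconclusive means no clear call, values can overlap the other calls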;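 further: cells exposed to compound for four days before flow analysis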
# RSV CPE inhibition = RSV antiviral activity via CPE protection, HEp-2 cells, primary 10 µM value included (AID 2391). 310,000 compounds, 0.13% hits. CPE inhibition, % at 10 µM, or IC50 in µM where a hit was titrated. HEp-2 cells, RSV-induced CPE inhibition; higher % means a stronger effect; in the data active means a potency from the dose series; inconclusive means CPE inhibition mostly from about 23% at the one dose, without a potency; inactive means the rest, 99 in 100 with CPE inhibition below about 21%; further: strong numbers were not always called active
# Myeloid diff MLP GFP+ MAC1+ % = recorded beside Myeloid diff MLP, whose call it bears; GFP+ MAC1+ double positive, %; measured here: differentiation confirmed by MAC1 staining
# An asterisk follows results filed as active; i = inactive; ? = inconclusive; / = not tested or not shown; + = active, no number. A portion of the library; the hit share may differ from the screen's.
SMILES,Salmonella PhoP GFP,Myeloid diff MLP,Myeloid diff MLP GFP+ MAC1+ %,RSV CPE inhibition
Cc1ccc(NC(=O)C2CCN(S(=O)(=O)c3ccc(Cl)c(C(F)(F)F)c3)CC2)nc1,-5%,i,0.4,0.0%
CN(C)S(=O)(=O)c1cccc(COC(=O)c2cc([N+](=O)[O-])ccc2N2CCOCC2)c1,2%,i,0.5,5.9%
COc1ccc(-c2ccc(NC(=O)c3ccco3)cc2)nn1,-3%,i,0.4,-2.0%
CSCCC(NC(=O)c1ccco1)C(=O)Nc1ccc(C)cn1 (stereo not given),5%,i,0.7,-1.4%
CC(=O)c1ccc(OCCCC(=O)Nc2ccc(S(=O)(=O)N3CCOCC3)cc2)cc1,4%,i,0.8,15%
Cc1ccc(C(=O)OCc2nc3ccccc3s2)o1,-7%,i,0.7,-1.7%
CCCCOc1ccc(C(=O)NCC(=O)N2CCN(Cc3ccc4c(c3)OCO4)CC2)cc1,-12%,i,0.6,9.1%
NC(=O)C1CCN(C(=O)CCc2nc3sc4c(c3c(=O)[nH]2)CCCC4)CC1,-7%,i,0.7,-1.2%
COc1ccccc1C1=NOC(C)(c2nnc(Cc3ccccc3)o2)C1 (stereo not given),-2%,i,2.9,0.9%
Cc1cc(C(=O)NNC(=O)c2ccc(Cl)cc2Cl)c(C)o1,9%,i,0.5,-2.3%
COc1cccc(CN(C)C(=O)CSCC(=O)Nc2ccc(C)cc2)c1OC,4%,i,0.6,3.6%
CN(C)C(CNC(=O)c1cccc(S(=O)(=O)NCc2ccccc2)c1)c1ccco1 (stereo not given),-6%,i,0.9,-1.2%
Cc1ccccc1OCCC(=O)OCC(=O)NCCNC(=O)COC(=O)CCOc1ccccc1C,-10%,i,1.1,-2.1%
C#CCOCCOCCOCCNc1nc(N2CCN(C(=O)CCCCCCCCCCNC(=O)[C@H](CCCCN)n3cc(C)nn3)CC2)nc(N2CCN(C(=O)CCCCCCCCCCNC(=O)[C@H](CCCCN)n3cc(CCCC(=O)O)nn3)CC2)n1,-13%,i,1.2,3.0%
OCC[C@H]1C[C@H](O)[C@@H](O)[C@@]2(OCCCc3ccccc32)O1,10%,+,4.6*,-0.2%
COc1ccc(NC(=O)CN(C)C(=O)c2sc3cc(Cl)ccc3c2Cl)cc1,4%,i,0.7,-0.4%
COc1cc(C(=O)NCC(c2ccco2)N2CCc3ccccc32)cc(OC)c1OC (stereo not given),-7%,i,0.9,?
O=C(CSc1nc(=O)[nH]c2c1CCCC2)Nc1cc(C(F)(F)F)cc(C(F)(F)F)c1,5%,i,1.2,1.1%
CCOc1cc(N2CCOCC2)c(OCC)cc1NC(=O)Cn1nc(C)c([N+](=O)[O-])c1C,-6%,i,1.3,-0.9%
O=S(=O)(c1cccs1)N1CCC2(CC1)OCCN2S(=O)(=O)c1ccccc1,-3%,i,0.7,0.4%

# Reformatted as labelled records: part of the list above.
> NC(=O)C1CCN(C(=O)CCc2nc3sc4c(c3c(=O)[nH]2)CCCC4)CC1
  Salmonella PhoP GFP: -7%	Myeloid diff MLP: i	Myeloid diff MLP GFP+ MAC1+ %: 0.7	RSV CPE inhibition: -1.2%
> COc1ccccc1C1=NOC(C)(c2nnc(Cc3ccccc3)o2)C1 (stereo not given)
  Salmonella PhoP GFP: -2%	Myeloid diff MLP: i	Myeloid diff MLP GFP+ MAC1+ %: 2.9	RSV CPE inhibition: 0.9%
> Cc1cc(C(=O)NNC(=O)c2ccc(Cl)cc2Cl)c(C)o1
  Salmonella PhoP GFP: 9%	Myeloid diff MLP: i	Myeloid diff MLP GFP+ MAC1+ %: 0.5	RSV CPE inhibition: -2.3%
> COc1cccc(CN(C)C(=O)CSCC(=O)Nc2ccc(C)cc2)c1OC
  Salmonella PhoP GFP: 4%	Myeloid diff MLP: i	Myeloid diff MLP GFP+ MAC1+ %: 0.6	RSV CPE inhibition: 3.6%

# Following part
SMILES,Salmonella PhoP GFP,Myeloid diff MLP,Myeloid diff MLP GFP+ MAC1+ %,RSV CPE inhibition
NCCCCCC(=O)O,1%,i,3.0,1.9%
CCC1(c2ccccc2)NC(=O)N(CC(=O)Nc2ccc(S(=O)(=O)Nc3ncccn3)cc2)C1=O (stereo not given),-6%,i,0.6,-1.8%
CCN(CC)S(=O)(=O)c1ccc(C)c(NC(=O)CNc2cccc(S(=O)(=O)N3CCCC3)c2)c1,-5%,i,0.9,15%
COc1ccccc1C(=O)NCCC(=O)NCC(c1ccco1)N1CCCCC1 (stereo not given),5%,i,0.8,1.2%
COC(=O)C1=C(C(=O)OC)[C@@H]2N(Cc3ccccc3)c3ccccc3[C@@]23C[C@@H](C(=O)OC)N(C(=O)NC(C)(C)C)C3=N1,8%,i,0.7,1.0%
O=C(CCN1C(=O)c2ccccc2S1(=O)=O)NCc1ccccc1,-7%,i,0.9,0.2%
O[C@@H]([C@H](O)[C@H](O)CBr)[C@H](O)CBr,-2%,i,3.1,0.3%
O=C(c1cc([N+](=O)[O-])ccc1N1CCOCC1)N1CCN(S(=O)(=O)c2ccc(F)cc2)CC1,-4%,i,0.6,-0.1%
CSCCC(NC(=O)c1cccc([N+](=O)[O-])c1)C(=O)OCC(=O)N1CCCC1=O (stereo not given),2%,i,0.5,-1.3%
Cc1ccc(NC(=O)CN(C)C(=O)Cn2nnc(-c3ccccc3)n2)cc1,-8%,i,0.6,2.2%
NC(=O)c1ccc(SCC(=O)OCC(=O)NCc2ccco2)c([N+](=O)[O-])c1,-3%,i,0.5,-1.9%
CCOC(=O)c1c(-c2ccco2)csc1NC(=O)COC(=O)c1cnc(C)cn1,-4%,i,0.8,15%
Cc1nc2ccccn2c(=O)c1NC(=O)c1cccc2ccccc12,1%,i,0.2,-2.4%
CCOc1ccc(NC(=O)CN(C)C(=O)Cc2c[nH]c3ccccc23)cc1OCC,-3%,i,1.1,-0.4%
Cc1ccc(Cl)c2sc(N3CCN(C(=O)c4ccco4)CC3)nc12,4%,i,0.6,?
COc1ccc(N(C)S(=O)(=O)c2cccc(C(=O)NC3CCCC(C)C3C)c2)cc1 (stereo not given),-6%,i,0.1,1.1%
C=CCN1C(=O)c2ccc(C(=O)N3CCN(S(=O)(=O)c4cccc(F)c4)CC3)cc2C1=O,-6%,i,0.7,-1.0%
CC(=O)Nc1ccc(NC(=O)CNC(=O)c2sc3ccccc3c2Cl)cc1,-10%,i,0.3,-1.8%
O=C(Nc1cc(C(F)(F)F)ccc1-n1cncn1)C1CC1,-1%,i,0.8,-1.1%
CCN(C(=O)C1CC1)C1CCS(=O)(=O)C1 (stereo not given),2%,i,0.6,-1.3%
COc1ccc(OC)c(S(=O)(=O)Nc2ccc(-c3ccc4nnc(C)n4n3)cc2)c1,5%,i,0.5,0.7%
O=C(CCNC(=O)c1ccccc1Cl)NCC(c1ccco1)N1CCCC1 (stereo not given),6%,i,0.3,-1.4%
O=C(NCCC1CCCCN1S(=O)(=O)c1cccs1)C(=O)Nc1cccc(F)c1 (stereo not given),3%,i,0.5,-0.8%
O=C1OCCN1c1c(-c2ccccc2)c(N2CCOCC2)nc2ccccc12,6%,i,1.5,0.9%
COc1ccccc1CCNC(=O)C(=O)Nc1cc2c3c(c1)C(C)C(=O)N3CCC2 (stereo not given),1%,i,0.5,8.3%
COc1ccc(CCNS(=O)(=O)CCNC(=O)c2ccc3c(c2)OCO3)cc1OC,-7%,i,1.7,-0.9%
Cc1cc(NC(=O)C(C)SCC(=O)Nc2cc(C(F)(F)F)ccc2N2CCCCC2)no1 (stereo not given),13%,i,1.0,-1.2%
[C-]#[N+][C@H](O[C@@H]1O[C@H](CO)[C@@H](O)[C@H](O)[C@H]1O)c1ccccc1,1%,i,2.0,3.3%
Cc1ccc(SCC(=O)OCC(=O)N(CC(C)C)C2CCS(=O)(=O)C2)cc1C (stereo not given),1%,i,1.0,-0.5%
S=C(Cc1ccccc1)NCCc1ccccc1,-1%,i,1.8,-1.7%
COc1ccc(-c2csc3ncnc(N4CCN(S(=O)(=O)c5ccc(C)c(C)c5)CC4)c23)cc1,-5%,i,0.2,15%
CCc1ccc(C(=O)NNC(=O)c2cccc(N3C(=O)CCC3=O)c2)cc1,10%,i,0.6,0.4%
CC(C)(C)c1ccc(OCCC(=O)OCC(=O)Nc2cccnc2Cl)cc1,8%,i,0.3,-1.5%
CCN(C(=O)COC(=O)CNC(=O)c1sc2ccccc2c1Cl)C1CCCCC1,12%,i,0.6,-0.6%
CCOC(=O)c1ccc(NC(=O)c2c(N)n(Cc3ccccc3)c(=O)[nH]c2=O)cc1,-6%,i,2.3,1.0%
CCCCCN(C(=O)COC(=O)COc1c(C)cc(C)cc1C)c1c(N)n(CCCC)c(=O)[nH]c1=O,2%,i,0.4,3.0%
COc1ccccc1-n1ccnc(SCC(=O)NCc2ccccc2Cl)c1=O,-5%,i,1.2,0.2%
CCc1noc(C)c1C(=O)N1CCN(S(=O)(=O)c2ccc(Br)cc2Cl)CC1,3%,i,1.1,0.0%
CCN(CC(=O)Nc1ccccc1OC)C(=O)CN1C(=O)NC2(CCCC2)C1=O,2%,i,0.4,-1.2%
Cc1cc(C(=O)CCC(=O)NC(C)c2ccc(S(N)(=O)=O)cc2)c(C)s1 (stereo not given),1%,i,1.1,0.0%
CN(C)S(=O)(=O)c1ccc(N2CCCC2)c(C(=O)OCC(=O)NC2(C#N)CCCCC2)c1,-9%,i,0.6,-0.9%
NS(=O)(=O)c1ccc(CNC(=O)c2ccc(NS(=O)(=O)c3ccc4[nH]c(=O)[nH]c4c3)cc2)cc1,-1%,i,0.8,-0.5%
Cc1ccc(C)c(C(=O)COC(=O)C2CCN(c3ccc(C(F)(F)F)cn3)CC2)c1,2%,i,1.2,0.4%
CC1(c2nnc(-c3cccc(Cl)c3)o2)CC(c2cccnc2)=NO1 (stereo not given),5%,i,1.4,2.2%
Cc1cccc(C(=O)NCC(=O)OCc2nnc(-c3ccccc3)o2)c1,6%,i,0.8,-0.1%
O=C(COC(=O)c1ncc(Cl)c(Cl)c1Cl)Nc1ccc(Cl)cn1,-9%,i,0.9,1.9%
Cc1cc(C)c(NC(=O)CNC(=O)COC(=O)Cc2cccs2)c(C)c1,-7%,i,1.3,-1.6%
CCOC(=O)C1CCN(C(=O)c2ccc(OCC(=O)Nc3cccc(C(F)(F)F)c3)c(OC)c2)CC1,-2%,i,1.6,4.5%
O=C(NCCCN1CCCC1=O)c1cccc(S(=O)(=O)Nc2ccc(Br)cc2)c1,-3%,i,1.8,0.2%
COc1ccccc1C(=O)NC(=O)COC(=O)c1ccc(Cl)nc1,0%,i,0.4,0.9%
C[C@@H]1[C@@H](Sc2ccccc2)CC(=O)O[C@@H]1c1ccc(-c2ccccc2)cc1,-13%,?,/,-5.0%
O=C(COc1ccc(F)cc1Cl)Nc1ccccc1C(=O)N1CCCCC1,-4%,i,1.8,-1.5%
CCOc1ccc(OCCC(=O)N2CCN(S(=O)(=O)c3ccc(F)cc3)CC2)cc1,11%,i,0.6,-0.8%
CCN(CC(=O)Nc1ccc(NC(C)=O)cc1)C(=O)CCCOc1cccc(C)c1,-2%,i,0.4,7.4%
CCN(CC(=O)NCc1cccs1)C(=O)CN(C)S(=O)(=O)c1ccc(C)cc1,-1%,i,1.4,-1.1%
CCOc1ccc(Oc2ccccc2NC(=O)CSCC(=O)Nc2cc(C)on2)cc1,0%,i,1.3,0.9%
COc1cc(C(O)C(=O)O)ccc1O (stereo not given),-3%,i,0.8,-0.6%
CCCNC(=O)COc1coc(CN2CCN(C(=O)c3ccco3)CC2)cc1=O,-1%,i,0.4,-1.5%
COc1ccc(N2CC(NC(=O)N3CCN(C(=O)c4ccco4)CC3)CC2=O)cc1OC (stereo not given),-2%,i,0.4,1.2%
Cc1ccc(S(=O)(=O)N2CCC(C(=O)OCC(=O)N(C)Cc3ccccc3)CC2)cc1C,-10%,i,0.8,-1.2%

# Part of the list above, showing only Myeloid diff MLP GFP+ MAC1+ % and RSV CPE inhibition.
Molecule | Myeloid diff MLP GFP+ MAC1+ % | RSV CPE inhibition
CCOC(=O)C1CCN(C(=O)c2ccc(OCC(=O)Nc3cccc(C(F)(F)F)c3)c(OC)c2)CC1 | 1.6 | 4.5%
O=C(NCCCN1CCCC1=O)c1cccc(S(=O)(=O)Nc2ccc(Br)cc2)c1 | 1.8 | 0.2%
COc1ccccc1C(=O)NC(=O)COC(=O)c1ccc(Cl)nc1 | 0.4 | 0.9%

# (listing goes on)
SMILES,Salmonella PhoP GFP,Myeloid diff MLP,Myeloid diff MLP GFP+ MAC1+ %,RSV CPE inhibition
CCOC(=O)[C@H]1[C@H]2COc3ccc(C)cc3[C@@H]2N2C(=O)c3ccccc3NC(=O)[C@@]12C,-10%,i,0.6,3.7%
COc1ccccc1C(=O)COC(=O)c1nc(Cl)ccc1Cl,-3%,i,0.7,1.0%
CCN1C(=O)[C@H]2[C@@H](c3ccc(C)cc3)N3C(=O)N(c4cccc(Br)c4)C(=O)[C@@]3(CC(C)C)[C@H]2C1=O,9%,i,0.9,3.8%
COc1cccc(CC(=O)OCC(=O)N(C)CC(=O)Nc2ccc(Cl)c(C(F)(F)F)c2)c1,9%,i,2.2,-1.5%
CCCCCN(C(=O)CCC(=O)OC(C)C(=O)Nc1cccc(C#N)c1)c1c(N)n(CCCC)c(=O)[nH]c1=O (stereo not given),1%,i,0.3,-0.7%
O=C(CCC(=O)c1cccs1)Nc1ncccc1O,2%,i,0.7,-1.4%
